# AHR act – human AHR activation. P35869. AHR-responsive luciferase reporter cells, luminescence. activation, % at 5 µM. 320,000 compounds, 2.5% hits; in the data active means activation above about 47%;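 further: 0% = vehicle wells and 100% = reference agonist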
# Target sequence (P35869 whole entry, looked up): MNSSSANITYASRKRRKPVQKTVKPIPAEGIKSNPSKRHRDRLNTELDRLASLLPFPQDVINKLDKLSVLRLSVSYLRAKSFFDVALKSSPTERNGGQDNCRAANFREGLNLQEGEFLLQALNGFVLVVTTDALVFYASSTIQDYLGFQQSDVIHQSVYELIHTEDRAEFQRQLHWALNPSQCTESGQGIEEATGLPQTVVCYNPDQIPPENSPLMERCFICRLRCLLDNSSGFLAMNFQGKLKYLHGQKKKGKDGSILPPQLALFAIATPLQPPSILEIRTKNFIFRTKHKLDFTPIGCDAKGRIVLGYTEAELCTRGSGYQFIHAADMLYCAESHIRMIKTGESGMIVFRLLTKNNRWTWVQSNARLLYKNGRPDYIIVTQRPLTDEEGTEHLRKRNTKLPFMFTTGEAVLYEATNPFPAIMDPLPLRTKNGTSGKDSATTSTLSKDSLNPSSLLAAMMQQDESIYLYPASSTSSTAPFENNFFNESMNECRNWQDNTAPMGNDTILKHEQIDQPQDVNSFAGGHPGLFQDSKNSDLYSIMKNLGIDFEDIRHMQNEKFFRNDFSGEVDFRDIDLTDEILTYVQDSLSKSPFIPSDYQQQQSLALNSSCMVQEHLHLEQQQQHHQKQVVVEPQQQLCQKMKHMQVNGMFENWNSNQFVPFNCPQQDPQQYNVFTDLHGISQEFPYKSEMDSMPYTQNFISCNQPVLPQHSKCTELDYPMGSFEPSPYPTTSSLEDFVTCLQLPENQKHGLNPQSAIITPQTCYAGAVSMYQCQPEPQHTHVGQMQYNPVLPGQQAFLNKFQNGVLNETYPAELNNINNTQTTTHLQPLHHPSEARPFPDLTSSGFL
# ZTA DNA inh – counter-screen for EBNA-1 inhibitors: inhibitors of Epstein-Barr virus ZTA. ZTA-DNA binding, fluorescence polarization. inhibition, % at 11 µM. 320,000 compounds, 0.15% hits; in the data active means inhibition above about 33%
# RPL19A TOR yeast – modulators of TOR pathway RPL19A-GFP in S. cerevisiae; S. cerevisiae RPL19A-GFP strain, flow cytometry, 3 h; stronger effect = lower value; percent response vs DMSO, % at 10 µM; 330,000 compounds, 0.3% hits;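 active means percent response vs DMSO below 50%; inconclusive means fewer than 70 events counted for the yeast strain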;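 further: median channel GFP fluorescence of the barcoded RPL19A-GFP strain; ratio of sample median GFP to plate DMSO average so 100% = DMSO; lower means less RPL19A-GFP as with rapamycin TOR inhibition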
# EBNA-1 inh – blocks EBNA-1 binding to DNA. 300,000 compounds, 0.34% hits. AID 1950. EBNA-1 DNA binding, fluorescence polarization. inhibition, % at 14.8 µM; in the data active means inhibition above about 28%
# LAP4 TOR yeast – modulators of TOR pathway LAP4-GFP in S. cerevisiae. AID 2023. 320,000 compounds, 0.34% hits. S. cerevisiae LAP4-GFP multiplex, flow cytometry GFP, 3 h; median GFP as percent of DMSO wells. GFP response vs DMSO, % at 10 µM;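 active means GFP response vs DMSO above a set limit, about the screen mean plus 3 SD, cut at about 150% in these data; inconclusive means under 70 cell events counted for the yeast strain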
# proCasp7 act – counter-screen for procaspase-3 activators: activators of human procaspase-7; AID 463210; 330,000 compounds, 0.093% hits; recombinant procaspase-7, Ac-DEVD-pNA absorbance 405 nm; D23A/D198A/D206A triple mutant, cannot self-cleave; scale: DMSO 0, 5 µM enzyme 100; P55210; activation, % at 8.5 µM;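 active means percent activation above the screen-wide mean plus 3 SD, cut at about 25% in these data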
#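 Material: Procaspase-7 triple mutant (PC-7 D3A) | Quantity: 2 µM procaspase-7 mutant as dispensed | Reagent: DEVD-pNA substrate | Times: 1 h preincubation, 2 h reaction | Technique: 405 nm absorbance of p-nitroaniline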
# MEP2 TOR yeast – alters MEP2-GFP fluorescence in TOR pathway yeast screen. 330,000 compounds, 0.51% hits. AID 2016. GFP response vs DMSO, % at 10 µM. S. cerevisiae MEP2-GFP strain, flow cytometry GFP, 3 h; 100% = DMSO control level;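 active means GFP response versus DMSO above a set limit, roughly screen mean plus 3 SD, cut at about 180% in these data; inconclusive means fewer than 70 cells counted for a yeast strain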;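 further: median GFP fluorescence of the barcode-gated MEP2-GFP cells per well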
# procasp3 activ – activators of human procaspase-3; P42574; AID 463141; recombinant procaspase-3 D3A, Ac-DEVD-pNA absorbance 405 nm; 330,000 compounds, 0.11% hits; activation, % at 8.5 µM;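 active means activation above the mean of all tested compounds plus 3 SD, cut at about 21% in these data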;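 further: 0% = DMSO alone and 100% = DMSO wells spiked with extra 5 µM PC-3 D3A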
# Target sequence (P42574 whole entry D9A/D28A/D175A): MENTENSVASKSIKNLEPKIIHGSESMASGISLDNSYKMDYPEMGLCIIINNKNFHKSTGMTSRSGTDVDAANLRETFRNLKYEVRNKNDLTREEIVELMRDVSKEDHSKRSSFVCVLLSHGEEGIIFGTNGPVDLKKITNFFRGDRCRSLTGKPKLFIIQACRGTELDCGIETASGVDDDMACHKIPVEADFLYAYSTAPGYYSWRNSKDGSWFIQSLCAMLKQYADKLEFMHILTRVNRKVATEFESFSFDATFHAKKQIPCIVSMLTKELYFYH
#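 material = Procaspase-3 D3A mutant | probe or stimulus = Ac-DEVD-pNA | compound = single dose, 8.5 µM nominal compound, 0.8% DMSO | timing = 1 h preincubation, 2 h reaction | measured by = 405 nm absorbance of p-nitroaniline, reads at 0 and 120 min | benchmarks = DMSO-only low control, 5 µM PC-3 D3A high control | repeats = singlicate, each compound tested once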
# An asterisk follows results filed as active; u = inconclusive; x = no result given; [ ] = remark or other dose.
SMILES,AHR act,ZTA DNA inh,RPL19A TOR yeast,EBNA-1 inh,LAP4 TOR yeast,proCasp7 act,MEP2 TOR yeast,procasp3 activ
Cn1cc(CNC(=O)c2ccc3nc(Cc4ccccc4F)oc3c2)cn1,14,11,99,0,88,-6,90,4
O=C(NCCc1ccccn1)c1nc(Cn2cc(Br)cn2)no1,6,-14,92,-13,83,3,97,3
COc1ccc(S(=O)(=O)N2CCN(c3ccccn3)CC2)cc1[N+](=O)[O-],0,5,99,8,103,-8,98,1
CC1(c2nnc(Cc3ccccc3)o2)CC(c2ccncc2)=NO1 (stereo unspecified),0,-22,x,2,x,-2,x,7
CCOc1ccc(NC(=O)Nc2cc(C(=O)O)ccc2N2CC3CC(C2)c2cccc(=O)n2C3)cc1 (stereo unspecified),1,-8,97,3,102,6,98,8
Cc1nn(-c2ccccc2)c(C)c1NC(=O)COC(=O)c1cc(Cl)ccc1O,1,17,105,-1,105,11,111,-11
CCOc1ccc(N2C(=O)/C(=C/c3cccs3)N(C)C2=S)cc1,1,19,112,8,97,-8,105,-7
Cc1ccc(S(=O)(=O)c2nc(-c3ccco3)oc2NCC2CCCO2)cc1 (stereo unspecified),1,7,87,11,91,-12,93,-4
C/C(=N\NC(=O)CNC(=O)c1cccnc1)c1cccc(O)c1,2,-7,94,5,89,15,97,-5
CCO/N=C(/C)c1c(O)cc(-c2ccccc2)n(-c2ccccc2)c1=O,-2,7,99,-8,89,-6,99,5
COc1ccc2nc(NC(=O)c3cccs3)sc2c1,-7,-9,89,5,116,7,91,-6
C=CCN1C(=O)CSc2ccc(C(=O)NCc3ccc(F)cc3)cc21,5,-21,99,-11,99,-1,102,0
CCc1ccc(NC(=O)COC(=O)c2nc3nc(C)cc(C)n3n2)cc1,2,3,92,x,96,-1,92,0
N#C/C(=C\c1ccccc1)C(=O)Nc1ccccn1,0,5,103,4,98,3,103,3
N#CC1(NC(=O)COc2cc(F)ccc2[N+](=O)[O-])CCCCC1,1,1,99,x,96,4,114,6
Cc1ccc(S(=O)(=O)N[C@@H](Cc2ccccc2)C(=O)N2CCC[C@@H]2C(=O)O)cc1,6,0,104,10,96,1,99,11
O=C(COC(=O)/C=C/c1ccc(S(=O)(=O)N2CCOCC2)cc1)Nc1ccccc1F,-1,x,103,x,100,-2,114,2
CC1(c2nnc(-c3ccc(F)cc3)o2)CC(c2ccncc2)=NO1 (stereo unspecified),7,-12,100,2,97,4,94,5
COC(=O)C1C(c2ccc(OC)c(OC)c2)NC(c2ccc(OC)c(OC)c2)C(C(=O)OC)S1(=O)=O (stereo unspecified),-1,3,92,6,92,7,94,1
O=C(NNc1nc(-c2ccccc2)cs1)c1ccc(F)cc1,18,-5,99,-8,105,-24,95,-17
CCOc1ccc(N(CC(=O)Nc2cccc(OC)c2)S(C)(=O)=O)cc1,-1,-3,99,-4,88,-5,102,3
Cc1ccc2nc(C)cc(Nc3ccc([N+](=O)[O-])cc3)c2c1,6,-7,95,6,110,1,99,0
CC1=C(C#N)C(C(F)(F)F)(C(F)(F)F)N=C(c2ccco2)N1,-1,7,95,-1,93,7,103,5
C[C@H](CO)N1C[C@H](C)[C@@H](CN(C)S(=O)(=O)c2cn(C)cn2)Oc2c(NC(=O)Nc3ccc(C(F)(F)F)cc3)cccc2C1=O,0,x,93,x,99,12,94,5
COc1ccc(C)cc1S(=O)(=O)N1CCCC(C(=O)NCc2ccccn2)C1 (stereo unspecified),5,7,98,2,108,3,97,12
COc1ccc(NC(=O)c2c(NC(=O)CCC(=O)O)sc3c2CCCCC3)cc1,7,-15,112,-1,103,-31,108,-29
O=C(O)C(F)=C(c1ccccc1)c1ccccc1,20,-10,98,6,114,5,99,11
CN=c1scc(-c2ccc([N+](=O)[O-])cc2)n1/N=C/c1ccco1,-13,4,116,0,110,-2,108,-4
CC1CCCN(C(=O)CSc2nc3ncccc3[nH]2)C1 (stereo unspecified),0,-20,96,-5,98,17,98,6
Cc1nn2c(NCCCN3CCOCC3)c3c(nc2c1-c1ccccc1)CCC3,2,-10,98,-10,92,7,101,3
CCNC(=O)CC1C(=O)N(CC)C(=S)N1NC(=O)c1ccc(Cl)cc1 (stereo unspecified),-1,-12,96,-3,102,7,96,-1
CCOC(=O)c1[nH]c(C=O)c(C(=O)OCC)c1C,-1,11,u,6,u,8,77[may fluoresce red],2
O=C(NCC(c1ccco1)N1CCN(c2ccccc2)CC1)c1ccco1 (stereo unspecified),0,-5,95,3,89,2,96,-2
CC(OC(=O)Cn1[nH]c(=O)c2ccccc2c1=O)C(=O)Nc1ccccc1[N+](=O)[O-] (stereo unspecified),2,4,102,-2,114,-1,107,-1
O=C(COC(=O)c1cncc(Br)c1)NC1CCCCC1,0,11,92,-8,81,-1,90,-3
CC(NC(=O)CN1C(=O)NC(c2ccccc2)(c2ccccc2)C1=O)c1cccs1 (stereo unspecified),1,0,96,x,95,-7,93,0

# Five compounds already listed, ordered by length of the SMILES, rising:
SMILES,AHR act,ZTA DNA inh,RPL19A TOR yeast,EBNA-1 inh,LAP4 TOR yeast,proCasp7 act,MEP2 TOR yeast,procasp3 activ
O=C(O)C(F)=C(c1ccccc1)c1ccccc1,20,-10,98,6,114,5,99,11
O=C(COC(=O)c1cncc(Br)c1)NC1CCCCC1,0,11,92,-8,81,-1,90,-3
CC1CCCN(C(=O)CSc2nc3ncccc3[nH]2)C1 (stereo unspecified),0,-20,96,-5,98,17,98,6
CN=c1scc(-c2ccc([N+](=O)[O-])cc2)n1/N=C/c1ccco1,-13,4,116,0,110,-2,108,-4
COc1ccc(NC(=O)c2c(NC(=O)CCC(=O)O)sc3c2CCCCC3)cc1,7,-15,112,-1,103,-31,108,-29

# Next part.
SMILES,AHR act,ZTA DNA inh,RPL19A TOR yeast,EBNA-1 inh,LAP4 TOR yeast,proCasp7 act,MEP2 TOR yeast,procasp3 activ
Cn1c(=O)c2c(SCc3cccnc3)nc(CC(C)(C)C)nc2n(C)c1=O,2,-12,98,-3,99,-4,105,2
CC(C)CC1=NC(C(F)(F)F)(C(F)(F)F)c2c(n(CC(C)C)c(=O)[nH]c2=O)N1,-1,13,99,8,88,-3,110,3
CN(C)C(=O)N1CCN(C(=O)c2ccccc2Sc2ccccc2C#N)CC1,0,13,99,-2,104,7,111,-9
COC(=O)c1sc(C(F)(F)F)c(-c2ccccc2)c1S(=O)(=O)N1CCCC1,-2,-3,96,2,103,9,102,-1
Cc1ccc(NC(=O)CN2CCOCC2)cc1Cl,3,-13,100,11,116,-12,101,-4
CCC(=O)N1CCN(c2nc(-c3ccccc3)c3c(c2C#N)CCCC3)CC1,0,4,101,11,107,7,103,-6
Cc1nc(-c2ccc(S(=O)(=O)Nc3ccccc3C)cc2)co1,6,-15,104,-3,87,3,107,3
Cc1cc(C)n2nc(C(=O)OCC(=O)Nc3ccc(C)c(S(=O)(=O)N(C)C)c3)nc2n1,0,17,96,x,103,1,94,3
COc1ccc(N(CC(=O)NC2CCCCC2)C(=O)CNC(=O)c2cccs2)cc1,1,4,97,9,82,-1,87,9
c1cc2c(cc1-c1[nH]ncc1CN1C[C@H]3CC[C@H]1C3)OCO2,2,-16,93,-1,97,1,100,3
CN(C(=O)COC(=O)c1cccc(F)c1)c1ccccc1,-1,-13,88,7,91,6,90,0
COc1cccc(C(=O)NN2CC(O)=C(c3nc(C)cs3)C2=N)c1,53*,4,43*[may fluoresce violet],1,74[may fluoresce violet],-9,189*[may fluoresce violet],-2

# The closing 2 entries of the part before open the next one:
SMILES,AHR act,ZTA DNA inh,RPL19A TOR yeast,EBNA-1 inh,LAP4 TOR yeast,proCasp7 act,MEP2 TOR yeast,procasp3 activ
CN(C(=O)COC(=O)c1cccc(F)c1)c1ccccc1,-1,-13,88,7,91,6,90,0
COc1cccc(C(=O)NN2CC(O)=C(c3nc(C)cs3)C2=N)c1,53*,4,43*[may fluoresce violet],1,74[may fluoresce violet],-9,189*[may fluoresce violet],-2
CN(Cc1ccc(Cl)cc1Cl)C(=O)CCNC(=O)c1ccco1,0,-6,96,x,89,-3,93,2
Cc1cc(N2CCOCC2)c2c(N)c(Br)cc(C)c2n1,26,1,98,-14,106,9,101,0
Cc1ccc(S(=O)(=O)N(CC(=O)N/N=C/c2ccccc2C(=O)O)c2cc(Cl)cc(Cl)c2)cc1,0,-10,102,4,98,6,100,-4
Cc1nc(N2CCN(c3ccccn3)CC2)c2c(C)c(C(=O)Nc3ccc(Cl)cc3)sc2n1,3,-1,91,4,108,-2,94,9
O=C1CC(c2ccccc2)Cc2nc(N3CCc4ccccc43)ncc21 (stereo unspecified),0,4,96,0,99,5,99,0
O=C(NCc1ccccc1)c1ccccc1OCC(=O)N1CCCCC1,-2,-11,103,-8,84,7,109,-3
COc1ccc(C2C=C(C)Nc3nc4ccccc4n32)cc1 (stereo unspecified),6,-22,97,-7,103,2,100,0
CCSc1nc2ccccc2n1CCC(=O)O,2,-2,105,-3,101,-9,106,4
CCOc1ccc(S(=O)(=O)NCCC(=O)NCc2cccnc2)cc1,-1,4,91,-3,88,-2,91,6
O=C(Nc1ccccc1C(=O)NCc1ccco1)c1ccccc1,0,0,101,5,95,7,96,-2
OCCN1CCN(CCSc2ccccc2)CC1,-1,-9,104,0,102,5,113,-4
C=CC[C@@H](CC(=O)N(CCO)Cc1ccccc1)C(=O)NCCOC(=O)[C@@H](CC=C)Cc1ccc(F)cc1,0,x,102,x,105,3,106,6
Cc1ccc(S(=O)(=O)NCC(=O)OCC(=O)Nc2ccc3c(c2)OCCO3)cc1,-1,-4,94,x,96,4,98,5
O=C(CNS(=O)(=O)c1ccc(Br)s1)N1CCC(N2CCCCC2)CC1,1,-12,93,-6,92,-5,98,-3
O=C(Nc1ccc(Cl)cc1C(=O)N1CCCC1)c1cccc([N+](=O)[O-])c1,4,11,105,8,97,-1,103,5
O=C(COc1ccccc1Cl)NC(=O)NC1CCCC1,0,12,90,-8,102,-2,93,2
Cc1ccccc1N1CC(C(=O)NC2CCCC2)CC1=O (stereo unspecified),-1,6,98,-3,98,4,92,-3
CC(C)C(=O)Nc1ccc(NC(=O)c2ccco2)cn1,1,6,96,8,106,-7,108,7
COc1cc(/C=C(\C#N)C(=O)NC(C)C)cc(Cl)c1O,5,-12,100,4,99,-6,104,0
Cc1cccc(NC(=O)CSCC(=O)Nc2ccccc2N2CCCCC2)c1,5,-5,97,3,101,10,98,5
CCCCNC(=O)CCn1c(=O)c2ccccc2n(CC(=O)Nc2ccccc2OCC)c1=O,0,12,92,-13,93,6,98,7
COc1ccc2oc(=O)c(C(=O)N3CCN(c4ccc(F)cc4)CC3)cc2c1,0,3,100,1,122,3,112,0
c1ccc(CCCN2CCN(c3ccccc3)CC2)cc1,1,-5,95,-7,92,2,102,1
CCN(CC)c1ccc(C(=O)OCC(=O)Nc2ccccc2-c2ccccc2)cc1,2,32,109,5,103,13,109,-7
COc1ccc(C2CC(c3ccc(Br)cc3)=NN2C(=O)CN2CCCC2)cc1 (stereo unspecified),-1,12,104,6,106,1,105,4
CCOC(=O)c1cnn(-c2ccc(Cl)cc2)c1C1CCN(C(=O)OC(C)(C)C)CC1,-3,-22,99,-10,98,8,101,-3
CC(C)(CO)NCc1cc(Br)ccc1OCc1ccccc1,0,-11,97,5,95,1,98,1
CC(=O)COc1ccc2c(C)c(-c3ccccc3)c(=O)oc2c1,3,13,108,11,110,4,102,1
Cc1ccc(C)c(NC2=NCC(=O)N2c2ccc3c(c2)OCCO3)c1,4,16,101,5,106,2,101,3
C/C(=N\NC(=S)NC(C)C)c1ccccc1,2,2,100,14,111,-8,96,11

# High-throughput results (PubChem BioAssay)
